Bioassay records: PubChem BioAssay, The Scripps Research Institute Molecular Screening Center
DAGLB inh: diacylglycerol lipase beta (human) inhibition; Q8NCG7; HEK293T DAGLB membrane lysate, EnzChek fluorogenic substrate; inhibition, % at 5.17 µM; 340,000 tested, 0.059% active; in the data active = inhibition above about 34%;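 note: 0% = enzyme with vehicle and 100% = wells lacking enzyme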
Target sequence (Q8NCG7 whole entry, looked up): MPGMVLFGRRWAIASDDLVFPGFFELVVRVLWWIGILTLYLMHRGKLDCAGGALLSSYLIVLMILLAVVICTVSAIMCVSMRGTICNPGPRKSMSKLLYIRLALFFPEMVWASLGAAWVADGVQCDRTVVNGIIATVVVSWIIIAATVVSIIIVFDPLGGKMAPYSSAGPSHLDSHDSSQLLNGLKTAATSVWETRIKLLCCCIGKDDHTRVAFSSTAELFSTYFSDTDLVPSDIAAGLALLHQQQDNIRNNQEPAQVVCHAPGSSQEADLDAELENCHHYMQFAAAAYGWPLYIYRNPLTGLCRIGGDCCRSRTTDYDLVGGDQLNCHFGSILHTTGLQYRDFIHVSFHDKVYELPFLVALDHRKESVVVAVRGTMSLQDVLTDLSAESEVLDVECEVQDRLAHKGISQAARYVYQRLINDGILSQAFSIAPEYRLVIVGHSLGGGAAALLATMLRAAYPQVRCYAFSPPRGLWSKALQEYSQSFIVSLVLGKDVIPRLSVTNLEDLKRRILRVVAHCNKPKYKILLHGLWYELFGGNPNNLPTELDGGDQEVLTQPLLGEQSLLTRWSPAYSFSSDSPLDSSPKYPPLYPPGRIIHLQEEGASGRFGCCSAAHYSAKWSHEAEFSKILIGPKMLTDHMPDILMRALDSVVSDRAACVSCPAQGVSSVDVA
PKA-R2B activ: activates the human PKA-R2B holoenzyme complex. P22694+P31323. PKA-R2B holoenzyme dissociation, Cy5-IP20 fluorescence polarization; R2B truncated from residue 108, S112A mutant; 0% DMSO only, 100% 113 µM cGMP. activation, % at 11.4 µM. 340,000 tested, 0.079% active. AID 504700;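 active = activation above a cutoff set at the mean over all compounds plus 3 SD, cut at about 18% in these data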;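 note: higher means more holoenzyme dissociation and a rise in polarization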
The depositor's hits bear a star.

DAGLB inh,PKA-R2B activ,molecule
0,7,O=C(C[C@H]1C[C@@H]2c3cc(NC(=O)Nc4ccccc4F)ccc3O[C@@H]2[C@H](CO)O1)NCc1ccccn1
-5,3,COc1ccccc1C(=O)NNC(=O)CN(C)S(=O)(=O)c1ccc(Cl)cc1
-3,2,O=C(N=C1SC2CS(=O)(=O)CC2N1Cc1ccccc1)c1ccccc1 (centres undefined)
-1,-8,CC1=C(C(=O)N(C(C)C)C(C)C)CC(CC(=O)NCc2cccs2)C(=O)N1Cc1ccccc1 (centres undefined)
-4,0,Nc1c(C(=O)Nc2ccc(Br)cc2)sc2nc(N3CCOCC3)c3c(c12)CCCC3
-3,-1,COc1ccc(N2CCN(C(=O)CSc3nnc(C4CC4)n3C3CC3)CC2)cc1
5,4,CCOC(=O)C(=Cc1ccccc1)C(=O)c1ccccc1
2,4,CC(=O)c1ccc(NC(=O)CN2CCC(NC(=O)c3ccccc3C)CC2)cc1
5,3,Cc1ccc(S(=O)(=O)N2C[C@H]3n4c(=O)ccc(=O)n4C[C@H](OC(=O)NCc4ccccc4F)[C@@]3(O)C2)cc1
-4,-9,COc1cccc(C#Cc2ccc3c(c2)O[C@H](CN(C)S(=O)(=O)c2ccccc2F)[C@H](C)CN([C@H](C)CO)S3(=O)=O)c1
-6,8,COc1ccc(NC(=O)C[C@H]2C(=O)N(CCc3ccccc3)C[C@@H]2Cc2ccccc2)cc1
0,-6,COc1ccc(C2CC(c3cccc([N+](=O)[O-])c3)=NN2/C(C)=C/C(C)=O)cc1 (centres undefined)
-1,5,Cc1cc(C)c2cc(C#N)c(N3CCNCC3)nc2c1
-6,-5,C[C@H]1CN([C@@H](C)CO)C(=O)CCCn2nncc2CO[C@H]1CN(C)S(=O)(=O)c1cccc(F)c1
0,-6,COc1ccc(-c2cc3nc(C)cc(N4CCN(C(=O)c5ccco5)CC4)n3n2)cc1
-4,4,COc1ccc([C@H]2C[C@H](n3cc(-c4ccc(F)cc4)nn3)[C@@H](O)CN2CC2CCCCC2)cc1
-4,-3,Cc1[nH]c2ccccc2c1C(=O)C(=O)NCc1nnnn1-c1cccc(F)c1
-5,-7,COc1ccc(S(=O)(=O)N(C)C[C@H]2Oc3cc(Br)ccc3S(=O)(=O)N([C@H](C)CO)C[C@H]2C)cc1
-1,-7,CC(OC(=O)[C@@H](NS(=O)(=O)c1ccccc1)C(C)C)C(=O)c1c(N)n(C)c(=O)n(C)c1=O (some centres undefined)
-1,6,CCOc1ccccc1NC(=O)C1CCCN(S(=O)(=O)c2ccc3c(c2)CCCN3C(C)=O)C1 (centres undefined)
-2,-12,COc1ccc([C@H]2C[C@H](O)[C@@H](n3cc(-c4ccc(F)cc4)nn3)CN2CC2CCCCC2)cc1
-4,1,COc1ccc(S(=O)(=O)Nc2ccc3c(c2)C(=O)N([C@H](C)CO)C[C@H](C)[C@@H](CN(C)C(=O)Nc2ccc(F)cc2)OCCCC[C@H](C)O3)cc1
-1,-2,CC1(C)CN(C2CCCCC2)C(=O)[C@H]1CC(=O)Nc1ccccc1
1,-2,CN(CC(=O)NCC1CCCO1)S(=O)(=O)c1ccc2ccccc2c1 (centres undefined)
-3,-5,O=C(COC(=O)/C=C/c1cccc(Br)c1)Nc1ccc(Cl)cn1
0,-5,COc1cccc(CNC(=O)COC(=O)c2ccc(N3CCCC3=O)cc2)c1
2,-6,COc1cc(NC(=O)C2CCN(S(=O)(=O)c3cccs3)CC2)c(C(=O)O)cc1OC
-7,0,NC1=CC(=O)C(=O)c2cccnc21
2,1,COc1ccc(-c2ccc(CN3C(C)C(=O)N(Cc4cn(CCC5OCCO5)nn4)CCS3(=O)=O)cc2)cn1 (centres undefined)
12,3,O=c1[nH]c2cc([N+](=O)[O-])ccc2c2cc(Br)ccc12

16 structures already listed, arranged by number of heavy atoms, lowest first:
DAGLB inh,PKA-R2B activ,molecule
12,3,O=c1[nH]c2cc([N+](=O)[O-])ccc2c2cc(Br)ccc12
-1,5,Cc1cc(C)c2cc(C#N)c(N3CCNCC3)nc2c1
-3,-5,O=C(COC(=O)/C=C/c1cccc(Br)c1)Nc1ccc(Cl)cn1
1,-2,CN(CC(=O)NCC1CCCO1)S(=O)(=O)c1ccc2ccccc2c1 (centres undefined)
-3,2,O=C(N=C1SC2CS(=O)(=O)CC2N1Cc1ccccc1)c1ccccc1 (centres undefined)
-5,3,COc1ccccc1C(=O)NNC(=O)CN(C)S(=O)(=O)c1ccc(Cl)cc1
-4,-3,Cc1[nH]c2ccccc2c1C(=O)C(=O)NCc1nnnn1-c1cccc(F)c1
2,4,CC(=O)c1ccc(NC(=O)CN2CCC(NC(=O)c3ccccc3C)CC2)cc1
-4,0,Nc1c(C(=O)Nc2ccc(Br)cc2)sc2nc(N3CCOCC3)c3c(c12)CCCC3
0,-6,COc1ccc(-c2cc3nc(C)cc(N4CCN(C(=O)c5ccco5)CC4)n3n2)cc1
-1,-7,CC(OC(=O)[C@@H](NS(=O)(=O)c1ccccc1)C(C)C)C(=O)c1c(N)n(C)c(=O)n(C)c1=O (some centres undefined)
-6,8,COc1ccc(NC(=O)C[C@H]2C(=O)N(CCc3ccccc3)C[C@@H]2Cc2ccccc2)cc1
-1,6,CCOc1ccccc1NC(=O)C1CCCN(S(=O)(=O)c2ccc3c(c2)CCCN3C(C)=O)C1 (centres undefined)
0,7,O=C(C[C@H]1C[C@@H]2c3cc(NC(=O)Nc4ccccc4F)ccc3O[C@@H]2[C@H](CO)O1)NCc1ccccn1
5,3,Cc1ccc(S(=O)(=O)N2C[C@H]3n4c(=O)ccc(=O)n4C[C@H](OC(=O)NCc4ccccc4F)[C@@]3(O)C2)cc1
2,1,COc1ccc(-c2ccc(CN3C(C)C(=O)N(Cc4cn(CCC5OCCO5)nn4)CCS3(=O)=O)cc2)cn1 (centres undefined)

(more compounds)
DAGLB inh,PKA-R2B activ,molecule
-20,5,Cc1ccc(-c2nc3ccc(Br)cn3c2CC(C)(C)C)cc1
2,5,COC(=O)CC1C(=O)NCCN1C(=O)c1oc2c(C)c(C)ccc2c1C (centres undefined)
-1,-4,Cc1ccc(OCC(=O)Nc2ccc(S(=O)(=O)NC3=NCCCCC3)cc2)cc1
0,12,CCOCCCn1c(SCC(=O)NC2CCCCC2)nc2ccccc2c1=O
-3,-1,O=C(COc1ccc2ccc(=O)oc2c1)NCCN1CCOCC1
-3,-12,O=C(c1ccccc1F)N1CCCC(N2CCN(Cc3ccc4c(c3)OCO4)CC2)C1 (centres undefined)
1,-7,Cc1c(NC(=O)c2cc3ccccc3o2)cccc1-n1cnnn1
1,14,COc1ccccc1S(=O)(=O)N(C)C[C@@H]1OCc2cnnn2CCCC(=O)N([C@@H](C)CO)C[C@H]1C
0,6,COc1ccccc1NC(=O)N(C)C[C@@H]1OCc2cn(nn2)CCCC(=O)N([C@H](C)CO)C[C@H]1C
-5,2,Cc1ccccc1CC(=O)N1CCC(CCC(=O)NC2CC2)CC1
-2,0,COc1ccc(NC2CCCN(C(=O)COc3ccc(C(C)=O)cc3)C2)cc1 (centres undefined)
0,-3,Cc1cccc(CC(=O)NCCS(=O)(=O)N2CCN(c3ccccc3)CC2)c1
-2,2,CCCCCCn1c(=O)n2n(c1=O)[C@@H]1CN(S(=O)(=O)c3ccc(C)cc3)C[C@]1(O)[C@@H](OC(=O)NC1CC1)C2
-4,3,COc1cccc(S(=O)(=O)N(C)C[C@@H]2OCc3cnnn3CCCC(=O)N([C@@H](C)CO)C[C@@H]2C)c1
-1,-1,O=C(CSc1ccccc1F)NC(=O)NC1CCCC1
0,-6,C[C@@H]1CN([C@H](C)CO)C(=O)CCCn2nncc2CO[C@H]1CN(C)Cc1cccc(C(F)(F)F)c1
1,7,O=C(c1cccs1)N1C[C@@H](n2cc(C3CC3)nn2)[C@H](O)C[C@@H]1c1ccccc1
3,5,C=Cn1cc(CNC[C@H]2O[C@@H](n3ccc(N)nc3=O)[C@H](O)[C@@H]2O)c(C)n1
-2,-9,CCN(CC)C(=O)c1[nH]cnc1C(=O)Nc1ccccc1F
-1,-7,CN(CCc1ccccc1)C(=O)CC1C(=O)NCCN1Cc1ccccn1 (centres undefined)
0,13,Nc1nnnn1/N=C/c1ccccc1Cl
0,-5,CC(C)NC(=O)N(C)C[C@@H]1Oc2cc(C#Cc3ccccn3)ccc2S(=O)(=O)N([C@@H](C)CO)C[C@H]1C
5,3,COc1ccc(NC(=O)Nc2ccc3c(c2)C(=O)N([C@H](C)CO)C[C@H](C)[C@@H](CN(C)Cc2ccc(Cl)c(Cl)c2)OCCCC[C@@H](C)O3)cc1
-4,0,C[C@H](CO)N1C[C@H](C)[C@H](CN(C)S(=O)(=O)c2cccs2)OCc2cnnn2CCCC1=O
1,12,C[C@H](CO)NC(=O)c1[nH]cnc1C(=O)Nc1ccc(CNC(=O)OC(C)(C)C)cc1
-1,-8,CC12CCC3c4ccccc4CCC3(CO1)C2 (centres undefined)
1,-2,C[C@H](CO)N1C[C@H](C)[C@@H](CN(C)C(=O)Nc2cccc(Oc3ccccn3)c2)OCc2cnnn2CCCC1=O
-5,-2,COc1ccc([C@H]2C[C@H](O)[C@@H](n3cc(-c4ccc(F)cc4)nn3)CN2Cc2cccs2)cc1
-24,-5,CCOC(=O)c1c(C)[nH]c(C(=O)OC(C)C(=O)NC2(C#N)CCCCC2)c1C (centres undefined)
-2,-6,CC(=O)Nc1cccc(/C(C)=N/NC(=O)c2cccc(S(=O)(=O)N3CCCC3)c2)c1
-13,-3,O=C(c1cc(Cl)cc(Cl)c1)N1CCC2CC1c1cc(N3CCCCC3)ccc12 (centres undefined)
-1,3,CN(Cc1ccccc1)C(=O)CCC1CCN(C(=O)c2ccco2)CC1
0,2,COC(=O)[C@H]1C[C@H](OC(=O)NCc2ccco2)[C@@]2(O)CN(S(=O)(=O)c3ccc(C)cc3)CC2[C@H]1C(=O)OC (some centres undefined)
0,-4,CCOc1ccccc1OCCCC(=O)N1CCN(S(=O)(=O)c2ccccc2C#N)CC1
1,1,CCCCN1C(=O)C(CC(=O)NC2CCCCC2)CC(C(=O)N(C(C)C)C(C)C)=C1C (centres undefined)
1,3,O=C(O)Cc1ccc2c(c1)Cc1cccnc1O2
0,6,CCS(=O)(=O)c1nc(S(=O)(=O)c2ccc(C)cc2)c(N2CCCCCC2)s1
1,6,CN(CC(=O)Nc1c(Cl)cccc1Cl)CC(=O)N1CCc2ccccc21
-5,-7,COc1cccc(/C=C/C(=O)OCC(=O)Nc2ccc3c(c2)OCO3)c1
-2,0,COCCNC(=O)c1nn2c(C(F)(F)F)cc(-c3ccccc3)nc2c1Br
-4,-5,Cc1cscc(C)c1=S
0,-3,CSC[C@H]1CN(c2ccccc2)C(=O)[C@@H]1CC(=O)Nc1ccccc1
4,0,CCC(CC)CC1CN2CCc3cc(OC)c(OC)cc3C2CC1(O)CC (centres undefined)
4,3,O=[N+]([O-])c1ccc(NN=C(C2CC2)C2CC2)c([N+](=O)[O-])c1
-9,7,c1ccc(SC23CC4CC(CC(C4)C2)C3)nc1
-1,1,Cc1cc(C)c(NC(=O)CN(C)C(=O)CCN2C(=O)C3CCCCC3C2=O)c(C)c1 (centres undefined)
-12,-5,Cc1ccc2c(c1)C=CC(C#N)N2C(=O)Oc1ccccc1 (centres undefined)
-6,-9,CN1OC[C@@H]2CN(Cc3cc(Cl)cc(Cl)c3)[C@H](c3cccc(-c4ccc(C#N)cc4)c3)C[C@@H]21
1,4,C[C@@H]1CN([C@H](C)CO)C(=O)CCCn2nncc2CO[C@@H]1CN(C)S(C)(=O)=O
0,3,COc1ccc(S(=O)(=O)N2CCCCCC2)cc1NC(=O)CCNC(=O)c1ccccc1Cl
4,-2,O=C(NCc1ccccc1F)c1ccc(S(=O)(=O)N2CCCC2)cc1
2,6,C[C@@H]1CN([C@H](C)CO)C(=O)c2c(c3ccccc3n2C)-c2ccccc2CO[C@@H]1CN(C)C(=O)Nc1ccc2c(c1)OCO2
-1,-6,C[C@@H]1CN([C@@H](C)CO)C(=O)CCCn2cc(nn2)CO[C@H]1CN(C)S(=O)(=O)c1cccc(C#N)c1
-1,-6,CC1(C)N=C(N)N=C(N)N1c1cccc(CC(=O)Nc2ccccc2)c1

Rewritten in CSV form: 2 of the compounds above.
compound,DAGLB inh,PKA-R2B activ
Cc1ccccc1CC(=O)N1CCC(CCC(=O)NC2CC2)CC1,-5,2
COc1ccc(NC2CCCN(C(=O)COc3ccc(C(C)=O)cc3)C2)cc1 (centres undefined),-2,0

Not all compounds are listed; count on the stated rates, not on these rows.
